CSM14.1 death rescue = protection against thapsigargin-triggered cell killing – 384-well, CSM14.1, ATP luminescence, primary screen (AID 1222). 190,000 tested, under 10 active. CSM14.1 thapsigargin-induced death rescue, ATP luminescence; higher % means a stronger effect. one-dose cellular ATP content (survival), % at 20 µM; EC50 in µM for titrated hits;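 active = EC50 below 50 µM in the dose-response confirmation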;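 also: death triggered by thapsigargin at about 15 µM added after 2 h compound pretreatment; cell ATP read after overnight thapsigargin exposure of roughly 18 to 22 hours; normalized against plate controls of thapsigargin alone and 5% DMSO vehicle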
M17LAP inhibition = P. falciparum M17LAP inhibitors, primary screen, biochemical, fluorogenic H-Leu-NHMec substrate, 1536-well (AID 1619); recombinant M17LAP, H-Leu-NHMec fluorogenic kinetic assay; higher % means a stronger effect; one-dose inhibition, % at 30 µM; IC50 in µM for titrated hits; 220,000 compounds, 0.38% hits;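 active = compound inhibiting the enzyme by more than half at any dose during confirmatory dose-response retesting; inconclusive = strong single-dose inhibitors picked by rank but not retested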;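 also: plate controls were full reaction with DMSO carrier for no effect and no enzyme background for full effect; strong numbers were not always called active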
Hep lipid drop = hepatic lipid droplet formation modulation; AML12 mouse hepatocytes, oleate lipid droplets, BODIPY imaging; inhibition, % at 6.5 µM; 240,000 compounds, 0.4% hits; AID 1656;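 active = lipid droplet intensity inhibited by at least 50%, with more than 500 cells counted; inconclusive = wells with under 300 cells, treated as cytotoxic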
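Material – mouse AML12 hepatocyte cell line, fixed after treatment · Compound dosing – one dose, 6.5 µM compound · Times – compound with oleate, overnight · Measured by – Image-based BODIPY and DAPI two-channel analysis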
Insulin prom up = MIN6 insulin promoter up-regulation. MIN6 insulin promoter-GFP reporter, high-content imaging; hits give high values. z-score at 5 µM. 190,000 compounds, 0.3% hits;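 active = z-score above 3 at 5 µM with at least 500 cells counted in the well; inconclusive = wells under 500 cells, flagged as cytotoxic or low count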
P. falciparum M1AAP = malaria alanyl aminopeptidase activity blockers – biochemical, fluorogenic H-Leu-NHMec substrate, 1536-well (AID 1445) | inhibition, % at 30 µM, or IC50 in µM where a hit was titrated | recombinant M1AAP, H-Leu-NHMec fluorogenic kinetic assay; higher % means a stronger effect | 220,000 compounds, 0.42% hits;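 active = primary inhibition above the hit cutoff, then over 50% inhibition at one or more dose response concentrations, cut at about 23% in these data, passing the limit was not always enough; inconclusive = conflicting primary data, or primary hits not chosen for dose response; inactive = low primary inhibition, or under 50% at every dose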;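 also: plate controls were DMSO full reaction for no effect and no enzyme background for full effect; strong numbers were not always called active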
Yfh1-depleted yeast = mitochondrial function rescue without frataxin homolog – Friedreich's ataxia, plus single-dose screen, dose response (AID 1465) | S. cerevisiae Yfh1-off respiration, WST-1 reduction, 72 h; higher fold induction means a stronger effect | one-dose fold induction at 50 µM; EC50 in µM for titrated hits | 220,000 compounds, 0.074% hits;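 active = fold induction of absorbance versus untreated yeast above a set limit, then at least 30% activation at any dose in follow-up; inconclusive = repeats straddling the limit, or above it without dose testing; inactive = fold induction below the set limit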;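 also: activators that raise dye reduction in frataxin-depleted yeast; strong numbers were not always called active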
MT stabilize HCS = stabilizes microtubules in HeLa cells | HeLa tubulin immunostaining HCS, 24 h; share of cells brighter than vehicle mean+2SD | % tubulin-high responders, % at 10 µM | 200,000 compounds, 0.83% hits | AID 2205;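 active = plate Z-score above 3 for both tubulin-high and condensed-nucleus cell shares, with cell loss under 80%, at 10 µM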;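 also: anti alpha tubulin signal scored within the nucleus-defined area of each cell; some results filed as inactive read as strong as hits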
Autophagy HCS = modulators of autophagy; AID 463193; calls only at 10 µM (by protocol); 190,000 compounds, 0.98% hits; MEF GFP-LC3 puncta imaging; test concentration mostly 10 µM;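 active = percentage of spot-positive cells more than 3 SD above its plate mean, without a fluorescence outlier flag or 80% toxicity; inconclusive = no clear call, values can overlap the other calls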;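 also: spot-positive cell cutoff set from DMSO-treated cells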
Dynein cargo inh = blocks dynein driven cargo transport along microtubules; 3617.4 mouse cells, GR-EGFP nuclear translocation imaging; test concentration mostly 20 µM; stimulated with dexamethasone, 1 µM; hits give low values; z-score, hits read low; 220,000 compounds, 0.47% hits; AID 1381;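 active = plate z-score of nuclear minus cytoplasmic receptor signal below a set negative limit, without overly bright fluorescence or cell loss, cut at about -3.5 in these data, passing the limit was not always enough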;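 also: z-score of nuclear minus cytoplasmic ring GR-EGFP intensity difference per well; some compounds called inactive have numbers as strong as hits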
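Buffer or medium: Induction medium lacking tetracycline, stripped serum | Also added: Dexamethasone agonist, 1.0 µM final, for 30 min | Timing: 48 h induction, 1 h compound, 30 min dex at 37 °C | Detection: Formaldehyde fixation, Hoechst nuclear stain, 10x automated fluorescence imaging | Measure: Nuclear versus cytoplasmic GR-EGFP signal, averaged per well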
Dynein cargo inh cytoplasmic EGFP = further read-out of Dynein cargo inh, marked with its call; z-score; measured here: cytoplasmic GR-EGFP intensity; hits give high values
Dynein cargo inh nuclear GR-EGFP = recorded beside Dynein cargo inh, whose call it bears; z-score; measured here: nuclear GR-EGFP intensity;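 lower value marks the stronger effect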
Dynein cargo inh cell count = second read-out of Dynein cargo inh, no call of its own (marks repeat the call); z-score; measured here: cell count per field
Insulin prom up cell count = further read-out of Insulin prom up, marked with its call; cell count; measured here: cytotoxicity, nuclei count;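 total cells summed across four imaged fields per well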
Hep lipid drop cells 6.5 µM = further read-out of Hep lipid drop, marked with its call; cell count; measured here: cell count, cytotoxicity flag;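 cells counted across two imaged fields per well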
MT stabilize HCS Hoechst-high % = further read-out of MT stabilize HCS, marked with its call; % Hoechst-high responders; measured here: nuclear condensation Hoechst responders;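 share of cells brighter than vehicle mean plus two SD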
MT stabilize HCS cytotoxicity % = further read-out of MT stabilize HCS, marked with its call; toxicity, %; measured here: cytotoxicity by cell density;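 0% = mean cell density of plate MIN control wells and 100% = no cells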
Autophagy HCS cell loss 18 h = recorded beside Autophagy HCS, whose call it bears; toxicity, %; measured here: cell loss, nuclei count;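 cell loss after 18 h compound exposure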
* marks the source's active call; other numbers are inactive results; i = inactive; ? = inconclusive; nt = not tested or not shown.

SMILES	CSM14.1 death rescue	M17LAP inhibition	Hep lipid drop	Hep lipid drop cells 6.5 µM	Insulin prom up	Insulin prom up cell count	P. falciparum M1AAP	Yfh1-depleted yeast	MT stabilize HCS	MT stabilize HCS Hoechst-high %	MT stabilize HCS cytotoxicity %	Autophagy HCS	Autophagy HCS cell loss 18 h	Dynein cargo inh	Dynein cargo inh cytoplasmic EGFP	Dynein cargo inh nuclear GR-EGFP	Dynein cargo inh cell count
COC(=O)CSc1nc(N)c(C#N)c(C(C)C)c1C#N	-3.3%	10%	nt	nt	0.07	1039	9%	i	6.3	3.3	5.5	i	1	0.44	-0.12	0.41	-0.42
O=C(Nc1nnc(-c2ccco2)o1)c1cccc(N2C(=O)CCC2=O)c1	nt	8%	2	689	1.7	1344	8%	i	6.4	1.2	4.1	i	-1	0.83	-0.26	-0.013	-0.19
CCCC(=O)Nc1cccc(C(=O)Nc2ccccc2OCC)c1	0.1%	1%	73*	736*	0.46	1379	-3%	i	4.1	1.4	1.2	i	7	-1.1	-0.29	0.051	1.4
CCOC(=O)C(=Nc1ccccc1)NO	2.2%	3%	8	644	-0.08	1333	4%	i	5.4	2.0	5.6	i	7	-0.047	0.036	-0.026	-0.46
Cc1cc(NC(=O)Cn2cc(C(F)(F)F)cc(Cl)c2=O)no1	-1.0%	-2%	-2	722	nt	nt	13%	i	2.6	2.3	12	i	3	-0.27	-0.19	0.026	-0.56
Cc1ccc(-n2c(-c3cccc(C)c3)n[nH]c2=S)cc1	-0.8%	-10%	-2	751	-0.39	894	-5%	i	2.2	1.9	5.6	i	-2	0.33	-0.21	0.49	0.31
CCOc1cc2c(cc1C(C)(C)C)NC(=O)CS2	-4.2%	14%	-6	805	-0.47	1202	-8%	i	2.2	1.8	6.4	i	-6	-0.58	-0.25	-0.36	0.31
O=C(Nc1ccc2c(c1)OCO2)c1ccc(S(=O)(=O)N2CCCC2)cc1	0.8%	3%	0	744	-0.1	1476	7%	i	2.9	2.1	13	i	-15	0.13	-0.33	0.19	-0.074
COc1ccc(C(C(=O)NC(C)(C)C)N(C(=O)CNC(=O)c2cccs2)c2ccc(C)cc2)cc1OC (centres undefined)	1.3%	0%	nt	nt	nt	nt	-3%	i	1.3	1.3	5.2	i	-4	-0.065	-0.12	-0.36	0.57
COc1ccc(CNc2cc(C)nc3ncnn23)c(OC)c1	-0.7%	0%	-56	745	?	nt	2%	i	3.9	1.2	0.4	i	-20	-0.57	-0.2	-0.13	0.43
CSc1nc2ccc(NS(=O)(=O)c3cccc(Cl)c3Cl)cc2s1	1.1%	-2%	-3	637	-0.43	1324	2%	i	3.3	2.4	5.5	i	-1	-0.99	-0.22	-0.72	0.056
COc1cccc(Nc2nc(N)nc(CCl)n2)c1	nt	2%	3	691	0.5	962	2%	i	nt	nt	nt	nt	nt	-1.2	-0.21	-0.69	1.3
CCCn1nc2cc(C(=O)NCc3ccccc3)ccc2c1OCC	-0.6%	5%	nt	nt	4.7*	1431*	?	i	3.5	2.0	1.7	i	-29	0.25	-0.22	0.52	0.5
COc1cc2nc(C3CCC3)n(NC(=O)C3CCCC(OC)C3)c(=O)c2cc1OC (centres undefined)	-2.3%	-2%	3	765	-0.17	1284	4%	i	nt	nt	nt	nt	nt	nt	nt	nt	nt
N#CCCN(C(=O)COc1ccc(C#N)cc1)c1ccc(F)cc1	-0.9%	-5%	1	707	-0.17	1275	-2%	i	5.5	2.8	1.8	i	-4	0.6	-0.32	0.72	-0.31
CCc1c(C)nc2ncnn2c1N1CCC(C(=O)NCc2ccc3c(c2)OCO3)CC1	2.1%	-4%	nt	nt	0.25	662	5%	i	3.1	2.7	5.8	i	2	-0.73	-0.36	-0.053	0.37
Cc1cc(Cl)ccc1NC(=S)N1CCC(C(N)=O)(N2CCCCC2)CC1	-2.3%	3%	-21	625	0.48	1327	-5%	i	1.7	2.3	1.4	i	15	-0.21	-0.24	-0.18	0.016
COc1nc(-c2ccccc2)ccc1-c1noc(-c2cccnc2)n1	-1.7%	4%	nt	nt	2.4	985	-2%	i	4.8	1.8	6.2	i	-39	0.15	-0.37	-0.37	0.031
Cc1nc(Nc2nc(-c3ccccc3)cc(=O)[nH]2)nc2ccccc12	nt	nt	nt	nt	nt	nt	nt	i	2.7	1.8	6.7	i	-12	-0.13	-0.056	-0.16	-0.38
CCCN1CCN(C(c2cc3cc4c(cc3[nH]c2=O)OCO4)c2nnnn2C(C)(C)C)CC1 (centres undefined)	-1.3%	-80%	nt	nt	-0.08	901	13%	i	2.2	1.7	4.9	i	8	0.1	-0.24	0.25	-0.17
CCN(C(=O)CN1CCN(c2ccccc2)CC1)c1c(N)n(Cc2ccccc2)c(=O)[nH]c1=O	4.6%	0%	nt	nt	-1.1	883	4%	i	1.9	2.3	9.9	i	-19	-0.44	-0.19	-0.058	0.44
CC1=Nn2c(nnc2-c2cc(-c3ccccc3)n[nH]2)SC1	-2.9%	-2%	-17	742	nt	nt	5%	i	3.6	2.0	10.0	i	-3	1.2	-0.22	1.1	0.0061
Cc1nnc(NC(=O)CSc2n[nH]c(-c3ccccc3)n2)s1	1.4%	-17%	-2	722	0.06	1468	1%	i	2.7	2.7	7.9	i	-10	-0.73	-0.31	-0.22	0.058
CN(C)CCNC(=S)Nc1ccc(Br)cc1	-0.9%	8%	8	677	0.09	1385	5%	i	2.3	1.8	4.4	i	15	-0.29	0.0029	-0.49	0.16
CC(=O)OC1(C(F)(F)F)Oc2ccccc2NC1=O (centres undefined)	nt	0%	11	734	-0.28	1282	0%	i	1.7	1.7	11	i	27	0.4	-0.12	0.58	-0.22
Cc1nc2cc(C(=O)NCc3ccc4c(c3)OCO4)ccc2n1-c1ccc(Br)cc1	-0.6%	7%	-43	598	-0.09	1378	3%	i	2.0	2.3	5.9	i	-8	-0.064	-0.13	0.023	-0.24
Cn1c(CCc2ccccc2)n[nH]c1=S	0.7%	6%	0	723	0.1	1563	5%	i	1.5	1.6	2.1	i	3	-0.51	-0.15	-0.18	0.53
CCOc1ccc(C2C(C(=O)c3ccco3)=C(O)C(=O)N2Cc2cccnc2)cc1OC (centres undefined)	-1.3%	13%	1	721	0.56	1268	7%	i	2.3	2.1	22	i	-4	-0.8	-0.24	-0.18	0.57
CCOC(=O)c1ccc(NC(=O)Nc2ccc(OC)c(OC)c2)cc1	nt	17%	21	708	0.42	1259	14%	i	5.7	2.4	6.3	i	-2	0.2	-0.25	-0.024	0.4
Cc1cc(C)c(C(=O)CSc2nnc(C)c(=O)[nH]2)cc1C	0.3%	18%	2	651	-0.32	1186	-6%	i	2.1	0.7	0.4	i	1	3.1	-0.026	1.9	-2.1
O=P(O)(O)CCP(=O)(c1ccccc1)c1ccccc1	-1.4%	7%	nt	nt	0.04	1550	0%	i	4.7	2.3	7.9	i	-12	0.63	-0.26	0.87	-1
CCOC(=O)C1CCN(c2c([N+](=O)[O-])c(C(Cl)Cl)nn2-c2ccccc2)CC1	-0.1%	12%	-23	693	0.09	1563	1%	i	2.7	1.9	6.2	i	-33	-0.075	-0.21	0.29	0.93
COC(=O)C1C2C=CC3(CN(c4cccc(C)c4)C(=O)C13)O2 (centres undefined)	-0.3%	14%	nt	nt	0.64	1613	12%	nt	5.2	2.5	6.4	i	-3	-0.25	-0.22	0.19	0.08
Cn1c(C(=O)NCC2CCCO2)cc2c(=O)n(C)c3ccccc3c21 (centres undefined)	-2.5%	14%	3	690	-1.2	1718	2%	i	1.5	2.6	14	i	-19	-0.33	0.085	0.14	1.3
CCCCNC(=O)C(=O)N/N=C/c1ccc(C(=O)OC)cc1	-4.7%	-3%	-10	686	1	1209	-3%	i	3.3	2.9	6.2	i	-2	0.41	-0.3	0.015	-0.069
Clc1ccc(Cn2ncc3c(NCc4ccco4)ncnc32)c(Cl)c1	-2.1%	0%	2	823	0.3	1135	-10%	i	46*	68*	39*	i	29	-0.62	-0.22	-0.1	0.27
COC(=O)c1ccccc1N(Cc1ccccc1)S(C)(=O)=O	2.4%	-3%	nt	nt	-0.18	1188	12%	i	3.7	1.9	8.9	i	11	-0.93	-0.16	-0.57	0.51
CN(C)c1ccc(/C=C2/NC(=O)NC2=O)cc1	-3.2%	9%	4	646	0.17	1391	12%	i	4.2	2.6	21	i	-13	0.069	-0.32	-0.38	0.54
Cc1cc(C(=O)N/N=C/c2cc(Br)ccc2OC(=O)c2ccc(Br)cc2)n[nH]1	-0.2%	-13%	-14	615	-0.29	1396	?	i	10	1.0	14	i	10	0.11	0.064	0.6	-0.69

Assay outcomes (PubChem)
